High-throughput results deposited in PubChem BioAssay by several laboratories.
Runt-CBFb FRET: Runt domain-CBFb interaction inhibition. Q01196+Q13951. Cerulean-Runt/Venus-CBFb FRET ratio 530/480, 1 h. inhibition, % at 20 µM. 220,000 compounds, 0.46% hits;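 active = inhibition over about 50% at 20 µM in the single-dose screen, limit read from the data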;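 also: 0% = DMSO wells and 100% = excess unlabeled CBFb competitor control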
Target sequence (Q01196 whole entry, looked up, the tested form may be a part): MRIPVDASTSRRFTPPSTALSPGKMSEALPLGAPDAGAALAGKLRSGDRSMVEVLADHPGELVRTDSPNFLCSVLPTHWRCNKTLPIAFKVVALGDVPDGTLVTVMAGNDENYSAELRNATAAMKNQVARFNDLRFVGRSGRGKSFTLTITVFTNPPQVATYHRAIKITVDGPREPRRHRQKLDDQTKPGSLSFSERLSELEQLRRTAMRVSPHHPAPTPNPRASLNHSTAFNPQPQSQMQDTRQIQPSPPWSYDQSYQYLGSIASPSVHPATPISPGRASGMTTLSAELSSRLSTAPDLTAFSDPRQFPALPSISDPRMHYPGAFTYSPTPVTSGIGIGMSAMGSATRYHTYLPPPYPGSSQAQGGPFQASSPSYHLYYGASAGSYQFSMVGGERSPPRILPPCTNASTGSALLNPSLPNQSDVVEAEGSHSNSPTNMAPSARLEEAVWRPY
Target sequence (Q13951 whole entry, looked up, the tested form may be a part): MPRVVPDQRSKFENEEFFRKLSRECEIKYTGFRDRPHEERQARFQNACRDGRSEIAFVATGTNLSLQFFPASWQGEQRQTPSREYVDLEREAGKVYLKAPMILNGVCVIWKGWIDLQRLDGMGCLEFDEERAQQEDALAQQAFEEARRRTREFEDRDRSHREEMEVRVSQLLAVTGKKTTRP
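Buffer or medium: Tris pH 7.5 buffer with BSA. Assay system: Cerulean-labeled Runt domain protein. Amount: each fluorescent fusion protein 100 nM. Read-out basis: loss of energy transfer signal. Incubation: 1 h compound exposure, room temperature. Probe or stimulus: Venus-CBFb binding partner, 100 nM. Detection: FRET, excitation 422 nm, emission at 530 and 480 nm.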
RBBP9 inh: inhibitors of human serine hydrolase RBBP9. recombinant RBBP9, FP-Rh probe fluorescence polarization. O75884. inhibition, % at 7.94 µM. 220,000 compounds, 0.2% hits;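 active = inhibition above the campaign mean of all tested compounds plus 3 SD, cut at about 14% in these data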;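 also: plate controls were DMSO wells with RBBP9 for no effect and wells lacking RBBP9 protein for full effect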
Target sequence (O75884 whole entry, looked up): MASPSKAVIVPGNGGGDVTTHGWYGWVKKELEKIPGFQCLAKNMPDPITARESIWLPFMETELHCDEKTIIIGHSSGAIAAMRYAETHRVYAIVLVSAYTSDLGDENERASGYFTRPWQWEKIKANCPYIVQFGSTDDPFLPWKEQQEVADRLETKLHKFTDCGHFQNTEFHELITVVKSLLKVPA
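System: RBBP9 protein / Quantity: 2.5 µM RBBP9 dispensing solution, before mixing / Also added: Serine-hydrolase probe FP-Rh, 375 nM pre-mixing / Dosing: 7.94 µM single dose, 0.794% DMSO / Timing: enzyme-compound preincubation 30 min, then probe labeling 45 min, 25 °C / Signal: FP readout at 525/598 nm / Controls: DMSO-treated enzyme wells and wells lacking RBBP9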
Calpain2 inh: inhibitors of pig calpain II. purified calpain II, fluorogenic peptide substrate, 30 min. inhibition, % at 16 µM. 220,000 compounds, 0.37% hits;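 active = inhibition above about 50%, limit read from the data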
p97 ATPase inh: human p97 ATPase inhibition. P55072. recombinant p97 ATPase, Kinase-Glo ATP luminescence, 3 h. inhibition, % at 8 µM. 220,000 compounds, 0.42% hits. AID 1481; in the data active = inhibition above about 15%;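 also: 0% = DMSO vehicle and 100% = wells lacking enzyme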
EBV gp42 block: EBV gp42 inhibition | Q1HVG2 | AID 1085 | inhibition, % (tested at 21.74 µM) | 220,000 compounds, 0.42% hits | Fluorescence polarization binding assay, mP read-out; in the data active = inhibition above about 50%
Target sequence (Q1HVG2 whole entry, looked up): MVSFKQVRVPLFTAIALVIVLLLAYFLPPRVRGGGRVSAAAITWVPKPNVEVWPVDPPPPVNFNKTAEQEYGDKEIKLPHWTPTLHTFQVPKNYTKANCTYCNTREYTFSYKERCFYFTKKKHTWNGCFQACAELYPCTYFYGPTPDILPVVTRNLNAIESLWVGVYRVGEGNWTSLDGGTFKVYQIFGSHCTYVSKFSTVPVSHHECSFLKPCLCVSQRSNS
Tb hexokinase: T. brucei hexokinase 1 inhibition; 220,000 compounds, 0.11% hits; inhibition, % at 10 µM; recombinant TbHK1, G6PDH-coupled NADH A340;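 active = inhibition of 50% or more in the single-dose primary screen; inactive = inhibition below 50%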
NCF1 inh: blocks human p47phox regulatory protein of NADPH oxidases. P14598. p47phox/p22phox peptide binding, fluorescence polarization, 2 h. inhibition, % at 24.7 µM. 220,000 compounds, 0.53% hits. AID 1274;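 active = inhibition above about 30%, limit read from the data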;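 also: 0% = p47phox with labelled peptide and 100% = labelled peptide alone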
Runt-SMMHC FRET: inhibitors of human RUNX1 Runt domain binding to CBFb-SMMHC; 220,000 compounds, 0.74% hits; inhibition, % at 20 µM; AID 1434; Cerulean-Runt/Venus-CBFb-SMMHC FRET ratio 530/480, 1 h; Q01196+Q13951;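 active = mean inhibition across duplicate retests at 20 µM reaching about 50%, limit read from the data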;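 also: 0% = DMSO wells and 100% = wells with excess untagged CBFb-SMMHC; inhibitors lower the FRET ratio by blocking Runt binding to CBFb-SMMHC; some results filed as inactive read as strong as hits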
Furin inh: inhibitors of human furin | P09958 | purified furin, fluorogenic substrate cleavage | inhibition, % at 30 µM | 220,000 compounds, 0.061% hits | AID 463115; in the data active = inhibition above about 25%; also: inactives centre near -15
* = called active by the depositor; i = inactive; x = no result given; [ ] = dose if it differs, or a comment.

SMILES | Runt-CBFb FRET | RBBP9 inh | Calpain2 inh | p97 ATPase inh | EBV gp42 block | Tb hexokinase | NCF1 inh | Runt-SMMHC FRET | Furin inh
COc1cc(OC)c(OC)cc1/C=N/NC(=O)c1ccc2nc[nH]c2c1 | -2 | 4 | -8 | 11 | -8 | -68 | -17 | -4 | -7
O=C(Nc1cnccn1)c1csc2ccccc12 | 1 | -8 | -2 | -5 | -23 | -4 | -2 | 1 | -11[20 µM]
COc1ccc(C)cc1NC(=O)c1ccccc1NS(=O)(=O)c1cccc2cccnc12 | 0 | -3 | -40 | 3 | -10 | -8 | -13 | 2 | -9
COc1ccc2oc(C)c(C(N)=O)c2c1 | 0 | -2 | -9 | -1 | -3 | 0 | -9 | -4 | -29
O=c1[nH]ncc(N2CCCCCC2)c1Cl | -2 | -2 | -16 | 4 | -13 | -14 | -5 | 0 | -25
Cc1c(Cl)cccc1NC(=O)NCc1ccc(F)cc1 | 0 | -4 | -30 | 7 | 3 | 2 | -8 | 4 | -26
O=C(c1ccccc1)N(Cc1cccs1)C1CCS(=O)(=O)C1 (stereo not given) | -1 | -11 | -12 | 1 | -7 | -4 | -15 | -5 | -15
Cc1n[nH]c(C)c1CCc1nc2c3ccccc3nc(SCC(N)=O)n2n1 | -1 | 7 | 9 | 7 | -20 | -6 | 0 | -6 | -2
CC(C)(C)C1CCC(=NNC(=O)C(=O)NCc2cccnc2)CC1 (stereo not given) | 2 | -2 | -17 | 1 | -10 | 3 | -3 | -2 | -31
COc1cc2c(cc1NC(=O)CSc1nc3ccccc3[nH]1)oc1ccccc12 | 0 | -32 | -37 | 7 | 4 | -18 | -12 | -7 | -4[20 µM]
CCOc1cc(/C=N/O)ccc1OCc1ccc([N+](=O)[O-])cc1 | -2 | -9 | 7 | 1 | -13 | 28 | 2 | 2 | -16
Cn1c(SC2=CS(=O)(=O)c3ccccc32)nc2ccccc21 | 0 | -11 | -11 | 10 | -3 | 1 | -3 | -1 | -23
O=C(O)CC(NC(=O)C1CCCCC1)c1cc([N+](=O)[O-])ccc1Cl (stereo not given) | 0 | -10 | -5 | 4 | -7 | -11 | x | 1 | -41
CCc1ccccc1NC(=O)c1cccs1 | -2 | -9 | 9 | -2 | 1 | -1 | -8 | -5 | -14
Cc1nn2c3ccccc3n(CCN3CCCCC3)c2nc1=O | -3 | -11 | -197 | 4 | -21 | -3 | -12 | 0 | -17[20 µM]
Cc1ccc(S(=O)(=O)n2ccc3cccnc32)cc1 | -3 | -9 | -3 | -1 | -6 | -6 | -8 | 5 | -20[20 µM]
S=c1[nH]nc(-c2cc(-c3ccccc3)n[nH]2)n1/N=C/c1ccc(Cl)cc1 | -8 | 1 | 15 | -2 | -8 | -7 | -4 | 24 | -34
CCc1ccc(C(=O)OCC(=O)Nc2cccc(S(=O)(=O)NC3=NCCCCC3)c2)cc1 | -6 | -9 | 0 | 2 | -5 | 33 | -4 | -1 | -11
Clc1ccc(OCCSc2ncccn2)c2ccccc12 | -12 | -5 | -6 | -11 | 0 | 0 | -6 | -1 | 9[20 µM]
CC(C)NCc1nnc(-c2ccccc2Cl)o1 | 0 | -1 | 2 | -1 | 0 | 9 | 0 | -1 | 1

An excerpt from above in order of length of the SMILES, rising.
SMILES | Runt-CBFb FRET | RBBP9 inh | Calpain2 inh | p97 ATPase inh | EBV gp42 block | Tb hexokinase | NCF1 inh | Runt-SMMHC FRET | Furin inh
CCc1ccccc1NC(=O)c1cccs1 | -2 | -9 | 9 | -2 | 1 | -1 | -8 | -5 | -14
COc1ccc2oc(C)c(C(N)=O)c2c1 | 0 | -2 | -9 | -1 | -3 | 0 | -9 | -4 | -29
O=C(Nc1cnccn1)c1csc2ccccc12 | 1 | -8 | -2 | -5 | -23 | -4 | -2 | 1 | -11[20 µM]
Cc1c(Cl)cccc1NC(=O)NCc1ccc(F)cc1 | 0 | -4 | -30 | 7 | 3 | 2 | -8 | 4 | -26
Cc1ccc(S(=O)(=O)n2ccc3cccnc32)cc1 | -3 | -9 | -3 | -1 | -6 | -6 | -8 | 5 | -20[20 µM]
Cc1nn2c3ccccc3n(CCN3CCCCC3)c2nc1=O | -3 | -11 | -197 | 4 | -21 | -3 | -12 | 0 | -17[20 µM]
O=C(c1ccccc1)N(Cc1cccs1)C1CCS(=O)(=O)C1 (stereo not given) | -1 | -11 | -12 | 1 | -7 | -4 | -15 | -5 | -15
CC(C)(C)C1CCC(=NNC(=O)C(=O)NCc2cccnc2)CC1 (stereo not given) | 2 | -2 | -17 | 1 | -10 | 3 | -3 | -2 | -31
CCOc1cc(/C=N/O)ccc1OCc1ccc([N+](=O)[O-])cc1 | -2 | -9 | 7 | 1 | -13 | 28 | 2 | 2 | -16
Cc1n[nH]c(C)c1CCc1nc2c3ccccc3nc(SCC(N)=O)n2n1 | -1 | 7 | 9 | 7 | -20 | -6 | 0 | -6 | -2
O=C(O)CC(NC(=O)C1CCCCC1)c1cc([N+](=O)[O-])ccc1Cl (stereo not given) | 0 | -10 | -5 | 4 | -7 | -11 | x | 1 | -41
COc1ccc(C)cc1NC(=O)c1ccccc1NS(=O)(=O)c1cccc2cccnc12 | 0 | -3 | -40 | 3 | -10 | -8 | -13 | 2 | -9
S=c1[nH]nc(-c2cc(-c3ccccc3)n[nH]2)n1/N=C/c1ccc(Cl)cc1 | -8 | 1 | 15 | -2 | -8 | -7 | -4 | 24 | -34
CCc1ccc(C(=O)OCC(=O)Nc2cccc(S(=O)(=O)NC3=NCCCCC3)c2)cc1 | -6 | -9 | 0 | 2 | -5 | 33 | -4 | -1 | -11

(cont.)
SMILES | Runt-CBFb FRET | RBBP9 inh | Calpain2 inh | p97 ATPase inh | EBV gp42 block | Tb hexokinase | NCF1 inh | Runt-SMMHC FRET | Furin inh
N#C/C(=C/c1cn(CC(=O)O)c2ccccc12)C(=O)Nc1ccccc1 | 16 | -8 | -37 | 5 | -19 | -9 | -33 | 33 | -13
O=C1CN=C(Nc2ccc(Cl)cc2)N1c1ccccc1 | -1 | -8 | -3 | -4 | -13 | -1 | 1 | -1 | -19[20 µM]
COc1cc(Br)cc(CNc2ccc(F)c([N+](=O)[O-])c2)c1O | 8 | -7 | 91* | 2 | 4 | -3 | -20 | 2 | -14
O=C1OCCC1Sc1ncnc2sc3c(c12)CCC3 (stereo not given) | 0 | -7 | 6 | 5 | -15 | 2 | -7 | -1 | -20[20 µM]
CCc1nc(SCC(=O)Nc2nnc(CC(C)C)s2)n[nH]1 | 0 | -5 | 8 | -3 | -5 | 10 | 7 | -1 | 2
CC(=O)OCc1ccccc1Sc1ccccc1C(=O)NCc1ccccc1 | 1 | -8 | 23 | 3 | -3 | 1 | 6 | -4 | 0
CCOc1ccccc1C(=O)N[C@H](C(=O)OCc1cc(=O)oc2cc(C)ccc12)C(C)C | 0 | -12 | 14 | -5 | -1 | -16 | -21 | 1 | -15
O=C(CC1COc2ccccc2O1)NC1CCCCC1 (stereo not given) | 2 | 4 | 6 | -2 | -6 | 2 | -1 | 0 | -11[20 µM]
CCCOC(=O)C1C2C=CC3(CN(c4cccc(Cl)c4)C(=O)C13)O2 (stereo not given) | 0 | 1 | -6 | -6 | -2 | 4 | -4 | -1 | -4
O=c1oc(Nc2ccccc2Cl)nc2ccccc12 | 3 | -8 | -2 | -1 | -5 | 0 | -9 | 4 | -19
Cc1occc1C(=O)N/N=C/c1ccc(N(C)C)cc1 | 4 | -9 | -125 | -59 | -15 | -79 | -1 | 6 | -2
CC(C)C[C@H](CO)Nc1nc(N(C)c2cccc(Cl)c2)c2ncn(C(C)C)c2n1 | -5 | x | -3 | x | -1 | -20 | -12 | 0 | -16
CC(NC(=O)C(=O)NCCC1=CCCCC1)c1ccccc1 (stereo not given) | 0 | -4 | 18 | 3 | -25 | -4 | -9 | 1 | -17
O=C(CCc1nnc(Cc2ccc3c(c2)OCO3)o1)NCc1nc2ccccc2s1 | -2 | 2 | -27 | 9 | -11 | -1 | -8 | 2 | -26
CCNC(=O)O/N=C(\C)c1sc(-c2ccc(Cl)cc2)nc1C | -2 | -14 | 2 | -11 | -21 | -13 | -7 | -1 | -1[20 µM]
CCCCn1c(=N)n(CC(O)COc2cccc(C)c2)c2ccccc21 (stereo not given) | 0 | 7 | -14 | -1 | 4 | 6 | -1 | 2 | -11
c1ccc(-n2nnnc2SCc2cccc3nsnc23)cc1 | -3 | 6 | 5 | -4 | -7 | 5 | 3 | 0 | 1
CCc1n[nH]c(=S)n1/N=C/c1ccc2c(c1)OCO2 | 5 | -4 | 1 | 3 | -11 | -16 | -6 | 9 | -27[20 µM]
Cc1ccc(CNCc2cccnc2)cc1 | -1 | -3 | 1 | 2 | -17 | 33 | -10 | -4 | -8[20 µM]
COc1ccc(NC(=O)C2CC(=O)N(Cc3ccc(C)cc3)C2)cc1S(=O)(=O)N1CCCCC1 (stereo not given) | -5 | -5 | 6 | -2 | -1 | -9 | 1 | -1 | -1
C/C(=N\NC(=O)CCn1nnc2ccccc21)c1cccs1 | 0 | -1 | 9 | -9 | -8 | -12 | -9 | -1 | -2
COCCNC(=O)c1c(N)n(-c2ccccc2)c2nc3ccccc3nc12 | 88* | -6 | i | -8 | 4 | -7 | -31 | 42 | -13[20 µM]
COc1ccccc1CNC(=O)C1CCN(c2nc3ccccc3o2)CC1 | -1 | 3 | 28 | -6 | 1 | 10 | 8 | 4 | -19
O=C(c1ccc(Br)cc1)C1CCc2occc2C1=O (stereo not given) | 3 | 0 | -44 | 10 | -13 | 4 | -76 | 0 | -8
Cn1cc(CCNC(=O)CC2C(=O)NCCN2CC(c2ccccc2)c2ccccc2)cn1 (stereo not given) | -1 | -1 | -39 | 3 | -5 | -2 | 7 | -4 | -11
COc1ccc(/C=C2\C(=O)NC(=S)N2C(=O)c2ccc(C)cc2)cc1 | 4 | -8 | -76 | 4 | -25 | 0 | -142 | 10 | -18
CC(C)OP(=O)(OC(C)C)C1(O)C(=O)Nc2ccccc21 (stereo not given) | 0 | 8 | -2 | 0 | 0 | 20 | -8 | 0 | -17
O=C(/C=C/c1ccco1)OCc1nnc(-c2ccc(Cl)cc2)o1 | 17 | -9 | -79 | 1 | -20 | -1 | -10 | 11 | -18
COc1cc(/C=N/Nc2ccc(C(F)(F)F)cn2)cc(OC)c1O | 24 | 17* | 35 | -1 | -9 | -22 | -39 | 18 | -13
CCOC(=O)c1[nH]c(CSc2nnc(-c3ccncc3)n2CCOC)c(C(=O)OCC)c1C | -1 | -4 | -21 | -1 | -15 | 0 | -15 | 0 | 7[20 µM]
CSc1nccc(Oc2cncc(Cl)c2)n1 | -2 | -9 | -53 | 3 | -8 | 29 | -24 | 2 | 2
O=S(=O)(Nc1ncn[nH]1)c1ccc2ccccc2c1 | 0 | -4 | 5 | -5 | -4 | 3 | 1 | 1 | -8[20 µM]
CC(=O)Nc1ccc(Nc2nc(Cl)nc(Nc3ccc(NC(C)=O)cc3)n2)cc1 | x | 4 | -35 | 1 | -21 | -6 | -8 | x | -27
Cc1ccc(C(=O)NCCc2nnc(SCC(=O)Nc3nc(-c4ccccc4)cs3)n2C)cc1 | -5 | 0 | -18 | 8 | 2 | -2 | -4 | -2 | -14[20 µM]
